# RGS4-Gao reg = human RGS4-Galphao interaction regulation; 220,000 tested, 0.33% active; binding response (% of control), % at 10 µM; P09471; Multiplexed bead flow cytometry, RGS4-Galphao binding; actives lie on both sides; AID 1415; in the data active = binding response below about 49% or above about 150%; inactive = in between;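 note: fluorescent Galphao activated with aluminum fluoride binding bead-coupled RGS4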
# Target sequence (P09471 whole entry, looked up): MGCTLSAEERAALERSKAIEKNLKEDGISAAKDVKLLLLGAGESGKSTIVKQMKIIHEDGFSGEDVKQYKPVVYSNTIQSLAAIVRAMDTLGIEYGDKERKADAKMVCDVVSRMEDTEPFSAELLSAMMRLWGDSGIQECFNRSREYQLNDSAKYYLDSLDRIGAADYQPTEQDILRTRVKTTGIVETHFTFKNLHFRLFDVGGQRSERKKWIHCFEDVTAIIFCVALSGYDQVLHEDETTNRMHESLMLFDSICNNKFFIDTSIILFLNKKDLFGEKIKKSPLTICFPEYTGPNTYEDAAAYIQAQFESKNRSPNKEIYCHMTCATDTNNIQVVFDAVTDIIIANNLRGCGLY
# Mcl1-Bid inh = Mcl-1/Bid interaction inhibition | TR-FRET Mcl-1/Bid-Dy647 peptide binding, 1536-well | inhibition, % at 21.7 µM | 220,000 tested, 0.97% active | AID 1021;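 active = compounds that cut the binding signal by more than half at the single screening dose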;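 note: His-tagged Mcl-1 with europium anti-His antibody binding Bid BH3 peptide; 0% = Mcl-1 plus peptide wells and 100% = peptide-only wells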
# Bim-Bcl-B = human Bim-Bcl-B interaction inhibition | Q9HD36 | bead-based flow cytometry, Bim peptide-Bcl-B binding | inhibition, % at 10 µM | 190,000 tested, 0.073% active;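 note: 0% = tracer peptide without compound and 100% = reference inhibitor peptide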
# Target sequence (Q9HD36 whole entry, looked up): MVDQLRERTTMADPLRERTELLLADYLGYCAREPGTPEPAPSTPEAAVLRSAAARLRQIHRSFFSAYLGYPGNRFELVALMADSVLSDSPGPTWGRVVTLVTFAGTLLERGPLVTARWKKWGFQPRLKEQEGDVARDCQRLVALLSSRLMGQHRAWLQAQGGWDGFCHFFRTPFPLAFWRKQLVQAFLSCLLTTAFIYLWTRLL
# Bcl-W Bim block = human Bim-Bcl-W interaction inhibition. AID 952. inhibition, % at 10 µM. 190,000 tested, 0.02% active. bead-based flow cytometry, Bim peptide-Bcl-W binding. Q92843;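 note: 0% = bound tracer without compound and 100% = peptide blocker; higher means less fluorescent Bim peptide bound to Bcl-W beads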
# RGS8-Gao reg = human RGS8-Galphao interaction regulation | response (percent of control binding), % at 10 µM | P09471 | multiplexed bead flow cytometry, RGS8-Galphao binding; actives lie on both sides | 220,000 tested, 0.34% active; in the data active = response below about 60% or above about 140%; inactive = in between;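 note: Galphao activated as the GDP aluminium fluoride complex binding bead-coupled RGS8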
# Bim-Bcl-2 = inhibitors of Bim-Bcl-2 interaction, human; AID 950; inhibition, % at 10 µM; Bead-based flow cytometry, Bim peptide-Bcl-2 binding; 190,000 tested, 0.06% active; P10415; in the data active = inhibition above about 40%; inconclusive = no clear call, values can overlap the other calls;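 note: 0% = no compound wells with probe peptide and 100% = reference peptide inhibitor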
# Target sequence (P10415 whole entry, looked up): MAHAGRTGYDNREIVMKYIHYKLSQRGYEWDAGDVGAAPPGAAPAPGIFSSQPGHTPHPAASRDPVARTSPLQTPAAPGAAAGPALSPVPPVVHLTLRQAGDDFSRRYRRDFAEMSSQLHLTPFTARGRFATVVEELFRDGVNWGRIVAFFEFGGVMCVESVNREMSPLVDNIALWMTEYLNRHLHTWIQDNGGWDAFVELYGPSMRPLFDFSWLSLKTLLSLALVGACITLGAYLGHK
# RGS7-Gao reg = modulates binding of RGS7 to human Galphao; P09471; Multiplexed bead flow cytometry; actives lie on both sides; binding response (% of control), % at 10 µM; 220,000 tested, 0.35% active; in the data active = binding response below about 49% or above about 150%; inconclusive = no clear call, values can overlap the other calls; inactive = in between;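 note: fluorescent Galphao held in activated GDP-AlF4 state binding bead-coupled RGS7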
# Bim-Bcl-XL = inhibitors of Bim-Bcl-XL interaction, human; inhibition, % at 10 µM; AID 1007; Bim peptide-Bcl-XL binding, bead flow cytometry, fluorescence; 190,000 tested, 0.04% active; Q07817
# Target sequence (Q07817 whole entry, looked up): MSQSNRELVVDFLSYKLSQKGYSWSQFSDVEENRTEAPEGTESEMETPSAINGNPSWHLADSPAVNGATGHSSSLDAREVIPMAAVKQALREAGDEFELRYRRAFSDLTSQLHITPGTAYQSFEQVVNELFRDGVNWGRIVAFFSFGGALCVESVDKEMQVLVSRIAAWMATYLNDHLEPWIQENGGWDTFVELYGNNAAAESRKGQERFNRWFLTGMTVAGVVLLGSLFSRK
# GSH bead fluor = compound fluoresces at 488/530 nm on GSH beads; GSH beads flow cytometry, compound fluorescence 488/530 nm; active compounds read high; fluorescence (KMESF) at 10 µM; 190,000 tested, 0.25% active; in the data active = fluorescence above about 89;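 note: glutathione beads carrying GST-tagged Bcl family fusion proteins plus one bare bead set; values are compound well signal with DMSO vehicle wells as background; inactives centre near 16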
# Bim-Bfl-1 = disrupts Bim binding to human Bfl-1; Q16548; Bead-based flow cytometry, Bim-Bfl-1 binding inhibition; inhibition, % at 10 µM; 190,000 tested, 0.12% active;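 note: 0% = wells without compound plus tracer and 100% = blocker peptide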
# Mcl-1 Bim block = inhibitors of Bim-Mcl-1 interaction, human. inhibition, % at 10 µM. 190,000 tested, 0.1% active. Bead-based flow cytometry, Bim peptide-Mcl-1 binding. Q07820. AID 1009;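 note: 0% = no compound tracer wells and 100% = peptide blocker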
# The depositor's hits bear a star; ? = inconclusive; [ ] = another dose, or the depositor's remark. Cut-off read from the data, not from the text of the source, unless noted: active = inhibition above about 40%. Hits appear at their usual frequency; overall some 1.8% were active at least once.
No.	smiles	RGS4-Gao reg	Mcl1-Bid inh	Bim-Bcl-B	Bcl-W Bim block	RGS8-Gao reg	Bim-Bcl-2	RGS7-Gao reg	Bim-Bcl-XL	GSH bead fluor	Bim-Bfl-1	Mcl-1 Bim block
1	CCOC(=O)N1CCC(NS(=O)(=O)c2ccc3c(c2)CCN3C(C)=O)CC1	105	-22	5	3	101	-6	102	0	7	-5	4
2	CC(=O)c1cnc(SCc2ccc(Cl)cc2)nc1C	99	2	-4	0	100	0	103	-1	19	-3	-1
3	COc1cccc(C2NC(CC(C)C)(C(=O)O)C3C(=O)N(Cc4ccccc4)C(=O)C23)c1O (stereo not drawn)	101	-28	-6	1	102	-9	100	-10	26	-13	-1
4	O=C(CCN1CCCCCC1)c1ccccc1	100	-20	-3	-2	101	0	103	-3	29	-1	-3
5	CCn1c(=O)cc(OCC(=O)N2CCN(C(=O)c3ccco3)CC2)c2ccccc21	103	-14	-9	2	102	-10	98	-2	31	-13	-1
6	CCOc1nc(SCCOc2ccc(Cl)cc2Cl)nc(N(C)C)n1	101	3	-5	-1	104	-5	100	-5	24	-3	1
7	CC(C)NC(=O)CSc1nnc2sc3ccccc3n12	101	-13	-11	-5	99	-11	100	-8	12	-16	-3
8	CNS(=O)(=O)c1cccc(C(=O)Nc2cccnc2)c1	77	-7	-4	0	90	-12	100	-5	12	-8	0
9	COc1ccc(O)c(C(=O)CC(=O)c2ccccc2)c1	98	-19	0	-1	101	-2	98	-5	15	-2	-1
10	CCC1OC23CCCCC2C(C#N)(C(=N)O3)C1(C#N)C#N (stereo not drawn)	101	-33	3	1	102	2	99	0	21	1	2
11	Cn1cc(Cl)c(C(=O)NC(=S)Nc2sc3c(c2C#N)CCCCC3)n1	103	-40	-2	-2	107	-3	98	-5	9	5	-6
12	COc1cccc(NC(=O)COC(=O)c2c(F)cccc2F)c1	103	-5	-3	0	99	2	100	0	20	2	9
13	COc1ccc(OC)c(C(=O)COC(=O)c2ccccc2O)c1	92	-9	-3	-1	97	2	101	-5	25	-3	-2
14	COc1ccc(N/C(C)=C/C(=S)Nc2ccccc2)cc1	98	-59	-6	-5	91	-4	96	-5	15	0	1
15	Cc1ccc2c(C)nc(Nc3nc(CSc4nc5ccccc5[nH]4)cc(=O)[nH]3)nc2c1	104	-11	-10	-4	102	-8	103	-8	21	-22	-3
16	O=C(CSc1ccccc1)N1CCN(c2ccccn2)CC1	89	1	-3	-2	92	-1	90	-1	12	-4	1
17	CN(C)c1ccc(NC(=O)c2cccc(C(=O)Nc3ccc(N(C)C)cc3)n2)cc1	89	-12	20	23	90	8	82	3	9	32	3
18	O=C(NCC(=O)N(c1ccccc1F)C(C(=O)NCC1CCCO1)c1ccccc1)c1ccco1 (stereo not drawn)	97	2	-2	0	95	-6	101	-2	13	0	0
19	COc1ccc(C(=O)NCc2nnc(SCC(=O)Nc3nc4ccccc4s3)o2)cc1	102	-3	0	1	95	3	96	0	4	1	0
20	COc1ncccc1-c1nnn(-c2ccc(Cl)nc2)n1	84	-3	-6	0	88	1	80	4	20	1	-1
21	O=C(COC(=O)COc1ccc(Br)cc1)Nc1cccnc1Cl	102	-38	-13	-16	102	-6	101	-18	20	-7	-28
22	Cc1cccc(N2CC(C(=O)Nc3ccc4c(c3)OCO4)CC2=O)c1C (stereo not drawn)	96	-6	-1	0	98	-3	98	-4	13	-2	-1
23	Cn1ncc(C#N)c1NC(=O)C1CC(c2ccc(Cl)c(Cl)c2)=NO1 (stereo not drawn)	103	-7	-2	-2	102	-3	101	0	18	-2	0
24	N/C(=N\OC(=O)CCCOc1ccccc1)c1ccccn1	104	1	-3	1	104	0	?	1	12	0	1
25	CC(C)CCNC(=O)NC(=O)Cn1cc(C(F)(F)F)ccc1=O	109	1	-1	0	104	-3	110	-5	5	-13	6
26	CCOC(=O)C1=C(N)OC2=C(C(=O)CCC2)C1c1cccs1 (stereo not drawn)	102	-81	-1	0	98	0	104	-1	8	0	1
27	NC(=O)c1ccc(-n2nnnc2SCC(=O)c2ccc(O)c(O)c2)cc1	97	-62	-6	0	101	-1	95	0	9	-1	-1
28	COc1ccc2c(CC(=O)OCC(=O)c3ccc(F)cc3)coc2c1	113	-4	-10	-1	99	-9	181*[activator]	-10	29	-15	-2
29	NS(=O)(=O)c1ccc(CCNC(=S)Nc2ccc(S(N)(=O)=O)cc2)cc1	103	-55	-28	-2	98	-7	110	-8	10	-2	-9
30	COc1cccc(C(=O)OCCN(C)C(C)(C)C)c1	100	-7	0	0	102	1	104	-1	8	0	0
31	O=C(NCc1ccccn1)c1coc(=O)c(Br)c1	97	-17	-2	-3	98	0	94	-2	11	0	-2
32	COc1ccc(Nc2oc(-c3ccccc3Cl)nc2C#N)cc1	106	-27	-5	-2	104	-4	110	-5	17	-8	-1
33	COC(=O)CCc1sc(NC2CCCCC2)nc1-c1ccc(OC)cc1	105	1	-41	-21	101	-3	104	-22	16	7	-37
34	c1ccc(N2CCN(c3nc4ccccc4n4nnnc34)CC2)cc1	103	-47	-3	0	102	1	103	-3	17	0	0
35	O=C(CSc1nnnn1-c1ccccc1)NC(=O)Nc1ccc2c(c1)OCCO2	100	-11	-3	0	100	-4	102	-2	23	-3	-3
36	CCCCc1ccc(NC(=O)OC)cc1	99	-17	-4	3	99	-4	99	3	34	-9	-2
37	Cc1ccc(-c2nc3ncccc3o2)cc1NC(=O)c1sc2ccccc2c1Cl	107	3	9	17	103	-16	106	-15	23	-10	-20
38	CS(=O)(=O)N(CC(=O)NCc1ccc2c(c1)OCO2)c1ccccc1	92	-3	1	0	99	0	96	0	27	-4	1
39	COC(=O)c1ccccc1NC(=O)CSc1nnc(-c2ccoc2C)n1C	101	-4	-8	-1	102	-11	99	-9	26	-23	-4
40	Cc1cccc(OCCn2c(=O)n(C)c3ccccc32)c1	97	-19	-8	0	102	-3	93	-1	18	-9	-1
41	CCN(CC)CCOC(=O)C12CC3CC(CC(C3)C1)C2	104	-42	-1	0	98	0	97	1	9	0	1
42	CCN(C(=O)COC(=O)/C=C/c1ccc(O)c(OC)c1)C1CCS(=O)(=O)C1 (stereo not drawn)	100	-62	-1	0	105	2	104	-1	7	0	-1
43	Cc1ccc(S(=O)(=O)n2nc(OC(=O)c3c(-c4ccccc4Cl)noc3C)cc2N)cc1	101	-17	-7	0	105	-10	101	-6	11	-10	-4
44	CCc1nc(SCC(=O)NCc2ccccc2)c2c(=O)n(C)c(=O)n(C)c2n1	102	-11	-7	0	101	-7	101	-7	26	-7	-1
45	Cc1c(Cc2ccccc2)c(=O)oc2cc(OCC(N)=O)ccc12	97	17	0	0	90	0	98	0	12	2	0
46	O=C(Nc1ccccn1)c1ccc([N+](=O)[O-])o1	100	-18	-1	-3	100	-4	99	-2	14	-12	0
47	CC(C)CN(CC(C)C)C(=O)CC(=O)NC(=O)c1ccc(Cl)cc1	100	-18	-7	-2	103	-20	99	-8	26	-21	-2
48	O=C(Cn1ccc2ccccc2c1=O)NCCC(=O)N1CCN(c2cccc(C(F)(F)F)c2)CC1	102	-12	-2	-1	102	-4	100	0	64	-6	-1
49	Cc1ccc(-n2cnnn2)c2cccnc12	99	57*	-7	1	99	-2	99	0	22	-8	8
50	CCN(CC)S(=O)(=O)c1cccc(C(=O)Nc2cccc(C)c2)c1	98	-20	0	0	98	3	97	2	10	0	3
51	Cc1cc2c(=O)n(CC(=O)NCC(=O)N3CCN(Cc4ccccc4)CC3)cnc2s1	101	-9	-8	0	98	-9	104	-15	38	-11	-2
52	O=C(NCc1cccnc1)C1CCCN(Cc2cnn(-c3ccccc3)c2-n2cccc2)C1 (stereo not drawn)	100	-11	-8	-1	101	-10	97	0	40	-13	0
53	COc1ccccc1NS(=O)(=O)c1cccc(C(=O)OCC(=O)Nc2cc(C)on2)c1	100	-26	0	2	101	0	99	-3	24	-1	-3
54	Cc1cccc(N/C=C(\[N+](=O)[O-])S(=O)(=O)c2ccccc2)c1C	102	-14	0	-1	103	0	?	0	10	-4	0
55	COC(=O)c1cc(NC(=O)C2CC2)cc(C(=O)OC)c1	99	-15	1	0	100	0	95	0	11	2	0
56	COc1ccc(-c2nn3c(-c4ccc(F)cc4)nnc3s2)cc1	102	15	3	-4	113	-4	103	-5	21	-2	-6
57	N#CCN1C(=O)C2CCCN2c2ccc(S(=O)(=O)N3CCOCC3)cc21 (stereo not drawn)	103	-32	-4	0	98	-1	99	-1	27	-4	0
58	COc1ccc(Cn2nnnc2CN2CCCCCC2)cc1	99	-6	-1	-1	100	0	102	-4	14	-3	2
59	COc1cc([N+](=O)[O-])ccc1NC(=O)c1cccc(NC(=O)C(C)C)c1	99	-13	-4	0	103	-3	100	-4	18	-4	-1
60	O=C(C1=C(O)C(=O)N(c2ncccn2)C1c1cccc(Cl)c1)c1ccco1 (stereo not drawn)	101	43	-1	-1	107	2	100	-1	13	-1	0

# Fetched by compound from the list above (2):
No.	smiles	RGS4-Gao reg	Mcl1-Bid inh	Bim-Bcl-B	Bcl-W Bim block	RGS8-Gao reg	Bim-Bcl-2	RGS7-Gao reg	Bim-Bcl-XL	GSH bead fluor	Bim-Bfl-1	Mcl-1 Bim block
19	COc1ccc(C(=O)NCc2nnc(SCC(=O)Nc3nc4ccccc4s3)o2)cc1	102	-3	0	1	95	3	96	0	4	1	0
4	O=C(CCN1CCCCCC1)c1ccccc1	100	-20	-3	-2	101	0	103	-3	29	-1	-3

# (further entries)
No.	smiles	RGS4-Gao reg	Mcl1-Bid inh	Bim-Bcl-B	Bcl-W Bim block	RGS8-Gao reg	Bim-Bcl-2	RGS7-Gao reg	Bim-Bcl-XL	GSH bead fluor	Bim-Bfl-1	Mcl-1 Bim block
61	Cc1cc(-c2ccccc2)cc(-c2ccccc2)[n+]1C	104	-13	-1	-2	103	-1	?	-4	11	-5	-3
62	Cc1cc(=O)[nH]c2cc(O)ccc12	100	21	-9	2	99	-10	101	-4	33	-18	-4
63	COc1ccc(-c2cc(=O)[nH][nH]2)cc1	106	-50	-9	3	102	-7	104	8	47	-13	-2
64	O=C(COC(=O)c1ccccc1Br)NCCC1=CCCCC1	99	-25	-1	-1	102	-3	?	-1	16	-3	1
65	CC(C)CC(=O)NC(Nc1ccc([N+](=O)[O-])cc1)C(Cl)(Cl)Cl (stereo not drawn)	98	1	-4	-5	98	-7	101	-7	11	-2	-4
66	Cc1cc(C2(c3cc(C)c(NC(=O)CN4CCOCC4)c(C)c3)CCCCC2)cc(C)c1NC(=O)CN1CCOCC1	109	-30	-4	5	104	-1	104	-1	8	-12	-1
67	O=C1c2ccccc2C(=O)N1CCSc1ncn[nH]1	97	3	-2	-4	98	8	95	-7	24	1	-4
68	O=C(c1ccc(OC2CCN(Cc3ccccn3)CC2)cc1)N1CCCCO1	97	-74	1	-3	102	-1	100	-1	13	0	12
69	O=C(Nc1ccon1)c1cccc(S(=O)(=O)N2CCCCCC2)c1	97	9	-11	0	100	-10	99	-11	34	-19	-4
70	COc1ccc(CC(=O)NNC(=O)c2ccc(NC(C)=O)cc2)cc1	102	-37	-3	0	101	0	?	-2	20	-2	0
71	COCCNC(=O)c1onc(CSc2cccc(C)c2)c1C(=O)O	100	3	-9	0	101	-8	100	-7	36	-17	-2
72	CN(C)CCCNC(=O)/C=C/c1ccc(OCc2c(F)cccc2Cl)cc1	100	0	-3	0	101	0	105	-3	14	-3	-4
73	CCOC(=O)Cn1c(-c2ccc(Cl)nc2)nc2ccccc21	103	-3	-5	-3	104	-11	103	-6	25	-19	-2

# Source: PubChem
